ATG4B inh – ATG4B protease inhibitors, primary screen, biochemical, fluorescence, uHTS; Cysteine protease ATG4B (Homo sapiens), Q9Y4P1; ATG4B cleavage of LC3-PLA2, NBD-HPC fluorescence, 1 h; inhibition, % at 8.33 µM; 0.51% of 340,000 active; AID 504462, 2011; in the data active = inhibition above about 40%
Target sequence (Q9Y4P1 whole entry, looked up): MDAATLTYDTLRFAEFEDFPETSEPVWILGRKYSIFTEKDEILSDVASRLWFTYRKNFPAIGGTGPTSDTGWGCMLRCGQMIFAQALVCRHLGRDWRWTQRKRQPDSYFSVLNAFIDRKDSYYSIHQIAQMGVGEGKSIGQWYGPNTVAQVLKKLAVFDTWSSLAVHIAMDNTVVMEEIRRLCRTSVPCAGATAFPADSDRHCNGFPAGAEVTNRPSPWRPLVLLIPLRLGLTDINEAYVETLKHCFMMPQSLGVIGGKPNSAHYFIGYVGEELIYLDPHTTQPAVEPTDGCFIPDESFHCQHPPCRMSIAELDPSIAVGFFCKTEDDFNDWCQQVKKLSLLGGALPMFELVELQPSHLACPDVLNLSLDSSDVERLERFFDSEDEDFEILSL
APJ antag – antagonists of human apelin receptor APJ, primary screen, CHO-K1 cells, beta-arrestin complementation, luminescence; inhibition, % at 20 µM; 0.32% of 330,000 active; AID 2521, 2010;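 active = inhibition above about 40% at 20 µM, limit read from the data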;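 also: cells challenged with 10 nM apelin-13 agonist together with compound; plate controls were apelin-13 plus DMSO wells for no effect and DMSO wells lacking apelin-13 for full effect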
UBC13 inh – UBC13 polyubiquitin chain formation inhibitors, primary screen, biochemical, TR-FRET, uHTS. 0.47% of 330,000 active. AID 485273, 2010. inhibition, % at 20 µM; in the data active = inhibition above about 45%, passing the limit was not always enough; inconclusive = no clear call, values can overlap the other calls
Target sequence (P61088 whole entry, looked up): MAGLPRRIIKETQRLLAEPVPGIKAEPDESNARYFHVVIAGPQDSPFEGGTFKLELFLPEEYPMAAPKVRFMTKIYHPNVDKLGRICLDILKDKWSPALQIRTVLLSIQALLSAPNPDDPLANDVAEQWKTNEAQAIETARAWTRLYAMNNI
Gli-Sufu antag – Gli-Sufu pathway antagonists, primary screen, luciferase luminescence, Sufu-KO-LIGHT cells, uHTS; Sufu-KO-LIGHT fibroblasts, Gli luciferase reporter luminescence; inhibition, % at 5 µM; 0.74% of 340,000 active;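 active = inhibition above about 55%, limit read from the data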;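 also: 0% = DMSO-treated cells and 100% = wells with medium but no cells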
CCR6 antagonist – CCR6 receptor antagonists, primary screen, cell-based, CHO-K1, luminescence, beta-arrestin, uHTS; C-C chemokine receptor type 6 (Homo sapiens), P51684; CHO-K1 CCR6 PathHunter beta-arrestin, CCL20-stimulated; inhibition, % at 20 µM; 0.49% of 340,000 active;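 active = compounds whose inhibition of the agonist-driven luminescence signal at 20 µM reaches about 50%, limit read from the data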;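 also: cells stimulated with CCL20 at 14 nM final; plate controls were DMSO with CCL20 for no effect and DMSO without agonist for full effect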
Target sequence (P51684 whole entry, looked up): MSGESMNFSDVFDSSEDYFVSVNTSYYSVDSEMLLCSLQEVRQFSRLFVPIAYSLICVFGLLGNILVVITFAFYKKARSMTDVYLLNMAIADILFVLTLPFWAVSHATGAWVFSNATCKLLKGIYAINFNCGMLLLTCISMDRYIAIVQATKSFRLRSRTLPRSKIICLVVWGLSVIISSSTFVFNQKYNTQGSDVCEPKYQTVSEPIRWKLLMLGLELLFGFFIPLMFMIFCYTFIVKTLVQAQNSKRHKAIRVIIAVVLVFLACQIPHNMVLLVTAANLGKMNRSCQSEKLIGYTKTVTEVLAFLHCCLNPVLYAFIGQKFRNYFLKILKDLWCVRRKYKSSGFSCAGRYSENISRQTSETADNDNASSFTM
EBI2 block – EBI2 receptor antagonists, beta-arrestin recruitment, primary screen, cell-based, luminescence, 7a,25-OHC stimulation, uHTS | G-protein coupled receptor 183 (Homo sapiens), P32249 | 7a,25-OHC stimulated | inhibition, % at 5 µM | 0.81% of 360,000 active; in the data active = inhibition above about 38%;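 also: enzyme fragment complementation signal reports receptor beta-arrestin coupling in cells; 0% = agonist plus DMSO wells and 100% = wells without agonist; some results beyond the cut were filed as inactive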
CXCR6 inh – CXCR6 receptor inhibitors, primary screen, cell-based, beta-arrestin, luminescence, CHO-K1 PathHunter, 1536-well. inhibition, % at 20 µM. C-X-C chemokine receptor type 6 (Homo sapiens), O00574. 0.36% of 360,000 active; in the data active = inhibition above about 34%, passing the limit was not always enough;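 also: antagonist mode with CXCL16 agonist at 10 nM final; 0% = 10 nM CXCL16 with DMSO and 100% = unstimulated wells without agonist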
APJ ag – agonists of human apelin receptor APJ, primary screen, CHO-K1 cells, PathHunter beta-arrestin, luminescence. P35414. 0.11% of 330,000 active. activation, % at 20 µM. AID 2520, 2010. 0% DMSO wells, 100% apelin;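 active = activation more than six SD over the plate average, tested at 20 µM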;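 also: 0% = DMSO alone and 100% = apelin-13 at 10 nM; some results filed as inactive read as strong as hits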
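Material: engineered CHO-K1 APJ arrestin reporter cells; amount: 1000 CHO-K1 reporter cells seeded per well; incubation: compound stimulation 90 min at 25 °C, detection 60 min; signal: luminescent beta-gal fragment complementation, chemiluminescent substrate; read-out basis: APJ agonist activity; controls: DMSO-only wells as negative, 10 nM Apelin-13 as positive control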
* = called active by the depositor; ? = inconclusive; nt = no result given. Random draw from the library; any-hit rate near 3%.

Screens in order – ATG4B inh	APJ antag	UBC13 inh	Gli-Sufu antag	CCR6 antagonist	EBI2 block	CXCR6 inh	APJ ag
COc1ccc(C(CNC(=O)c2ccco2)N2CCCCC2)cc1 (stereo not drawn)
  -18	-4	0	4	4	-14	3	-5
N#Cc1cc(NCC2CCCO2)c([N+](=O)[O-])cc1C#N (stereo not drawn)
  -10	-124	-14	-3	-11	-23	-27	5
COc1ccccc1N1CCN(C(=O)c2coc(=O)c(Br)c2)CC1
  8	-15	4	6	5	-3	6	1
O=C(Cn1c(=O)oc2ccccc21)Nc1ccc(F)cc1
  -3	0	-3	2	3	-12	-19	0
Cc1ccnc(NC(=O)c2sc3cc(Cl)ccc3c2Cl)c1
  0	-4	-7	-69	-1	55*	-1	0
CCS(=O)(=O)NCc1ccc2c(c1)cc(C)n2C
  -7	1	-2	-2	14	-2	3	0
C=CCn1cnc2c(NCc3ccccc3)ncnc21
  3	-15	4	-33	-13	-7	-9	-4
O=C(c1cccnc1)N1CCN(C/C=C/c2ccccc2)CC1
  1	5	-7	-9	-3	6	-9	-2
CCOC(=O)C1C(=O)CC(=O)CC1CC(C)SCC (stereo not drawn)
  1	-2	0	2	-5	-2	0	-2
O=C(Nc1ccc2c(c1)OCO2)C1CCCCC1
  -3	0	-8	11	7	-3	-13	9
COc1cc([N+](=O)[O-])cc2sc(NC(=O)C(C)(C)C)nc12
  -1	8	-11	3	-1	-9	-10	-1
CCn1c(SCc2nc3sc(C(=O)O)c(C)c3c(=O)[nH]2)nc2ccccc21
  -7	3	-20	3	12	6	-5	-2
CCc1cccc(C)c1NC(=O)Nc1ccc2c(c1)OCO2
  6	5	1	-13	-4	5	-8	-4
O=C(Nc1ccc(F)cc1)NC1CCN(Cc2c(F)cccc2Cl)CC1
  -5	13	2	-14	4	-3	2	0
Cc1ccc([N+](=O)[O-])cc1NC(=O)Nc1onc(C)c1C
  0	1	-3	-1	11	-17	2	-4
Cc1ccc(CC23CN4CCN(CC(C4)C2O)C3)c(C)c1 (stereo not drawn)
  -4	11	5	-5	-3	-4	8	-2
O=C(NNC(=O)c1csc(N2CCOCC2)n1)c1cccnc1
  0	5	2	-7	1	-4	-3	-3
CC1CC(C)CN(C(=O)COC(=O)c2cc3ccccc3cc2O)C1 (stereo not drawn)
  -2	-18	3	3	-9	3	-1	0
Cc1cccc(NC(=S)NC2CC3CCC(C2)N3Cc2ccco2)c1 (stereo not drawn)
  3	14	-3	4	2	-4	-5	-3
C=CCOc1c(Br)cc(C2NC(=O)NC(C)=C2C(C)=O)cc1OCC (stereo not drawn)
  6	5	-2	0	-8	-11	-6	-4
C/C(=C\C(=O)c1ccc(Br)cc1)N1CCCCC1
  -4	8	-2	-7	16	12	9	-3
COc1ccc(C(=O)N2CCC(N3CCN(c4ccccc4)CC3)CC2)cc1OC
  9	1	5	-12	4	-5	-2	-3
O=C(c1ccccn1)N1CCN(C(=O)c2ccccn2)CC1
  1	-6	-6	4	-2	2	1	-2
CCC(C)NCCOc1ccccc1C (stereo not drawn)
  4	4	-7	17	-10	7	-2	0
O=C(Nc1cc(C(F)(F)F)ccc1Cl)C(Sc1ccccn1)c1ccccc1 (stereo not drawn)
  1	2	-5	11	20	16	3	0
COc1ccc(NC(=O)c2nc[nH]c2C(=O)NCC(=O)OC(C)(C)C)cc1
  -3	-15	-2	-22	2	-45	-13	0
O=C(COC(=O)C1(c2ccccc2)CC1)NNC(=O)c1ccccc1
  0	-56	1	-13	9	-5	0	-2
Cc1cc(NC(=O)CCC(=O)N(CC(=O)NCC2CCCO2)c2cccc(C)c2C)no1 (stereo not drawn)
  2	-6	-3	26	7	-5	1	-4
Cc1ccc(OCC(O)CN2CCOCC2)cc1 (stereo not drawn)
  1	-10	-4	1	12	-11	0	-3
CCCCCCc1cc2cc(C(=O)NC)c(=N)oc2cc1O
  7	-20	15	14	-36	-4	-33	18
CCCN(CC(=O)Nc1ccccc1C)C(=O)c1cccc(S(=O)(=O)N2CCN(c3ccccc3)CC2)c1
  -6	3	1	11	18	15	6	1
COc1ccccc1C1N(c2ccc(F)cc2)C(=O)C2CCCN21 (stereo not drawn)
  -3	1	4	3	5	-17	-5	-7
O=C(Nc1cccc(NC(=O)c2cccnc2)c1)c1ccccc1
  1	-39	-6	-11	2	-16	-3	0
CCCCn1c(=O)[nH]c(=O)c2c1nc(-c1ccc(OC)c(Br)c1)n2CC(C)C
  -5	-1	12	13	13	15	15	2
O=c1nc2ccc(Cl)cn2c2ccc(S(=O)(=O)N3CCCCC3)cc12
  -4	5	11	12	9	26	4	2
CC1(C)CC(=O)C2=C(C1)N(CC1CCCO1)C(=O)NC2(C(F)(F)F)C(F)(F)F (stereo not drawn)
  -13	15	2	1	-19	-4	-5	2
O=C(NCc1ccccc1)c1ccc2c(=O)n(CC3CCCO3)c(=S)[nH]c2c1 (stereo not drawn)
  -10	11	8	1	20	-4	2	-3
COc1ccc(N2CCN(C(=O)CN3C(=O)NC(c4ccc(OC)cc4)(c4ccc(OC)cc4)C3=O)CC2)cc1
  -4	0	1	2	8	5	2	-3
O=S1(=O)C=C(Sc2nc3cc(Cl)ccc3o2)c2ccccc21
  -1	24	-4	2	74*	14	56*	-6
Cc1cc([N+](=O)[O-])cc([N+](=O)[O-])c1NCC(C)C
  2	-3	-17	9	7	21	7	1
CCOc1ccc2nc(SCC(=O)Nc3cc4c(cc3C(C)=O)OCO4)[nH]c2c1
  -16	5	-5	5	-1	3	9	-5
O=C(c1ccco1)N1CCN(C(=O)C2CC(c3ccccc3F)=NO2)CC1 (stereo not drawn)
  5	-1	-1	2	-8	0	2	-2
Cn1c(=O)c2c(-c3ccc(C(C)(C)C)cc3)n(CC3CCCO3)cc2n(C)c1=O (stereo not drawn)
  10	-4	-4	0	2	-6	5	-1
CCN(CC)CCC(c1ccc2c(c1)OCO2)c1c(OC)cc(OC)c2ccc(=O)oc12 (stereo not drawn)
  2	16	6	8	11	-4	7	-7
Cc1cc(NC(=O)C2(c3ccccc3)CCCC2)no1
  0	15	0	4	14	-2	-1	1
COc1ccc(S(=O)(=O)NCCc2nnc3ccc(SCC(=O)Nc4cc(C)on4)nn23)cc1
  -5	12	9	-3	-13	0	2	0
O=C(Nc1ccc(N2CCN(Cc3ccccc3)CC2)cc1)c1ccco1
  -6	19	2	-1	11	-4	4	-3
O=C(c1ccc(Oc2ccc(C(F)(F)F)cc2[N+](=O)[O-])cc1)N1CCOCC1
  -7	1	1	0	-14	4	0	2
CCN(CC)CC(O)Cn1c(C)c(-c2ccccc2)c2cc([N+](=O)[O-])ccc21 (stereo not drawn)
  6	-1	23	19	12	5	-5	-2
CS(=O)(=O)N1CCN(c2ccc([N+](=O)[O-])cc2C(F)(F)F)CC1
  11	3	-9	-3	15	2	6	-4
Cc1ccc(SCc2[nH]nc3c2C(c2ccc(C)o2)C(C#N)=C(N)O3)cc1 (stereo not drawn)
  11	30	-33	0	1	29	-2	4
Cc1cc(C)c(C)c(S(=O)(=O)N2CCN(c3ccc(O)cc3)CC2)c1C
  -20	-30	-5	19	13	-2	-1	-2
CC(=O)Nc1ccc(-c2nc3cc(Cl)ccc3o2)cc1
  1	7	7	-116	7	2	3	-4
COc1cc(OC)cc(-c2c(C#Cc3ccsc3)c3cc(-c4cnc(OC)nc4)ccc3n2C)c1
  -5	9	16	2	5	9	7	-3
CS(=O)(=O)N(CC(=O)N1CCC(C(N)=O)CC1)C1CCCCC1
  -10	9	11	7	-15	-2	-3	-3
CC(NC(=S)Nc1ccc(S(=O)(=O)N2CCOCC2)cc1)C1CC2CCC1C2 (stereo not drawn)
  31	-11	-10	14	21	6	-1	-3
CCCCC(CC)COP(=O)(OCC(CC)CCCC)OCC(CC)CCCC (stereo not drawn)
  -6	27	4	-8	18	6	17	-4
O=C(CCc1ccccc1)N=C1SC2CS(=O)(=O)CC2N1Cc1ccc(F)cc1 (stereo not drawn)
  13	0	4	-32	15	3	-1	-3
O=C(COC(=O)c1ccc(Cl)c(S(=O)(=O)N2CCCCCC2)c1)Nc1ccccc1
  -5	-1	-7	-8	18	10	2	-4
CCn1c(CCCOc2ccc(Cl)cc2Cl)nnc1SCC(=O)Nc1cccc(F)c1
  0	0	2	-14	-6	-3	4	1

An excerpt from above in order of their number in CCR6 antagonist, ascending:
| Structure | CCR6 antagonist |
| --- | --- |
| O=c1nc2ccc(Cl)cn2c2ccc(S(=O)(=O)N3CCCCC3)cc12 | 9 |
| CS(=O)(=O)N1CCN(c2ccc([N+](=O)[O-])cc2C(F)(F)F)CC1 | 15 |
| CCCN(CC(=O)Nc1ccccc1C)C(=O)c1cccc(S(=O)(=O)N2CCN(c3ccccc3)CC2)c1 | 18 |

Taken from above.
C/C(=C\C(=O)c1ccc(Br)cc1)N1CCCCC1 in CCR6 antagonist shows 16
CC1(C)CC(=O)C2=C(C1)N(CC1CCCO1)C(=O)NC2(C(F)(F)F)C(F)(F)F (stereo not drawn) in Gli-Sufu antag shows 1
Cc1cc(C)c(C)c(S(=O)(=O)N2CCN(c3ccc(O)cc3)CC2)c1C in CXCR6 inh shows -1
Cc1ccnc(NC(=O)c2sc3cc(Cl)ccc3c2Cl)c1 in APJ antag shows -4

Continued:
Screens in order – ATG4B inh	APJ antag	UBC13 inh	Gli-Sufu antag	CCR6 antagonist	EBI2 block	CXCR6 inh	APJ ag
COc1ccc(-c2nn(-c3ccccc3)cc2/C=C/C(=O)N2CCOCC2)cc1OC
  -13	-5	6	14	-10	22	-2	2
COc1ccc(N(C)S(=O)(=O)c2cccc(C(=O)NCC3CCCO3)c2)cc1 (stereo not drawn)
  -10	12	-5	-6	-5	-6	4	-3
CCc1ccc(-n2c(C)n[nH]c2=S)cc1
  -1	5	-8	-11	1	-11	-3	-1
O=C(NCc1ccc(Cl)cc1)c1nccnc1CO
  1	-3	-1	2	2	-10	-4	-1
COc1ccc(C(CCNCc2ccccc2F)c2ccc(F)cc2)cc1 (stereo not drawn)
  6	nt	nt	22	14	15	7	nt
S=c1[nH]c2ccccc2n2cccc12
  -3	1	?	7	5	0	-16	-4
CCOC(=O)CSc1nnc(-c2ccco2)n1-c1ccccc1
  6	11	?	-26	9	-10	2	3
CCN(CC)C(=O)Cn1cc(C(=O)C(=O)N(C)C2CCN(C)CC2)c2ccccc21
  5	-1	1	0	-3	-1	0	8
Nc1nc2ccccc2n1Cc1ccc(Cl)c(Cl)c1
  0	14	18	19	7	-17	-3	-1
CCn1c(=S)sc2c(=O)n(CC(=O)Nc3ccc(Cl)cc3)c(C)nc21
  -9	15	-4	1	9	5	-10	4
O=Cc1c(N2CCN(CCO)CC2)nc2ccccn2c1=O
  7	8	11	-23	-3	-2	5	3
COc1ccc(N(C(=O)c2snc(C(N)=O)c2N)C(C(=O)NC2CCCC2)c2ccc(C)o2)c(OC)c1 (stereo not drawn)
  -5	5	13	-3	13	35	8	-3
Cc1ccc(C)c(-c2cc(C(=O)Nc3cccc(C(=O)O)c3)c3ccccc3n2)c1
  -4	6	-15	0	5	0	8	-5
CCOc1ccc(N2CC(C(=O)NCC(=O)Nc3ccc(F)c(F)c3F)CC2=O)cc1 (stereo not drawn)
  -11	8	-1	-9	6	-7	2	-3
CC(=O)c1cc(C#N)c(N(C)Cc2ccccc2)nc1C
  -5	13	12	5	15	-4	2	-3
Cc1nn(CCCC(=O)Nc2cccnc2Cl)c(C)c1[N+](=O)[O-]
  -7	4	16	-4	-2	-4	-6	-2
